Compound activity (PubChem BioAssay)
PGK inhibitor – T. brucei PGK inhibition | P07378 | PGK/GAPDH coupled, Kinase-Glo luminescence, 60 min | Potency, µM (titrated, usually from 57.5 µM), without a hit: top-dose activity change, negative = inhibition, actives largely listed as inhibitors | 380,000 compounds, 0.043% hits; also: potency is read from the fitted curve at half-maximal effect; % is scaled to controls: 0 for no effect and ±100 for the full control effect; nearly all actives have a fitted effect of over 60% in size
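Luminescent ATP detection (Kinase-Glo Plus) follows a 60-minute room-temperature incubation, with wells lacking PGK as controls. Buffer: 100 mM TEA (pH 7.6), 5 mM MgCl2, 0.01% Tween-20. Coupling enzyme GAPDH (100 nM final) supplies unstable 1,3-BPG in-well.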
GLS inh – inhibitors of human glutaminase (GLS). O94925. GLS enzymatic activity, qHTS titration. Potency, µM (doses to about 45.5 µM), for inactives: top-dose activity change, negative = inhibition, most hits filed as inhibitors. 410,000 compounds, 0.21% hits. AID 624170; also: potency is read from the fitted curve at half-maximal effect; % is scaled to controls: 0 for no effect and ±100 for the full control effect
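Glutamate formation by hKGA was monitored fluorometrically using coupled glutamate oxidase, HRP and Amplex Red. Substrate was added as 1 mM L-glutamine solution; incubation was 30 min at RT after an initial read.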
PI4K2A block – blocks human PI4K2A kinase activity. activity change, negative = inhibition, % at 76.9 µM. purified PI4K2A, ADP-Glo luminescence, 1 h; stronger effect = lower value. Q9BTU6. AID 1346378. 420,000 compounds, 0.13% hits; in the data active = activity change below about -50%; inconclusive = mostly about -30% to -49%;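 also: -100% = wells without enzyme as full effect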
Target sequence (Q9BTU6 whole entry, looked up): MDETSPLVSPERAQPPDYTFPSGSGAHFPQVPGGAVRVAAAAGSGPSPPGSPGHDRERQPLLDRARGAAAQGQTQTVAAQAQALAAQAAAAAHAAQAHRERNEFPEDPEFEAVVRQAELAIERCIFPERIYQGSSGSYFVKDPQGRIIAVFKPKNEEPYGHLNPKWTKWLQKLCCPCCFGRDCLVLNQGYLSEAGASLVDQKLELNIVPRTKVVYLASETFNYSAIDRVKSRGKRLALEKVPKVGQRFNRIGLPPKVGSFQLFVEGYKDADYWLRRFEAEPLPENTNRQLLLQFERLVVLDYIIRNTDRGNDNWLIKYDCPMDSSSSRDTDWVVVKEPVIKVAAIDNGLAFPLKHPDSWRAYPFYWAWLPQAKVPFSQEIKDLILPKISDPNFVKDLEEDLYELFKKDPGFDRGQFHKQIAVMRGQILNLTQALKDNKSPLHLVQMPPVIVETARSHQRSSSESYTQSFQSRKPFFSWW
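ADP-Glo luminescence measured ADP generated by PI4K2A enzyme (4 ug/mL before mixing) with 1.2 mM PI substrate (pre-mix) and 300 microM ATP (pre-mix). Tris pH7.5 buffer with MgCl2, Triton X-100; 1 h reaction at ambient temperature.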
TrxR1 inh – rat TrxR1 inhibition | recombinant rTrxR1, NADPH fluorescence consumption, selenite substrate | Potency, µM (series often up to 114 µM), inactives show at the highest dose activity change, negative = inhibition, most hits filed as inhibitors | 390,000 compounds, 1% hits; also: potency is read from the fitted curve at half-maximal effect; % is scaled to controls: 0 for no effect and ±100 for the full control effect; nearly all actives have a fitted effect of over 65% in size
Target sequence (O89049 whole entry, looked up): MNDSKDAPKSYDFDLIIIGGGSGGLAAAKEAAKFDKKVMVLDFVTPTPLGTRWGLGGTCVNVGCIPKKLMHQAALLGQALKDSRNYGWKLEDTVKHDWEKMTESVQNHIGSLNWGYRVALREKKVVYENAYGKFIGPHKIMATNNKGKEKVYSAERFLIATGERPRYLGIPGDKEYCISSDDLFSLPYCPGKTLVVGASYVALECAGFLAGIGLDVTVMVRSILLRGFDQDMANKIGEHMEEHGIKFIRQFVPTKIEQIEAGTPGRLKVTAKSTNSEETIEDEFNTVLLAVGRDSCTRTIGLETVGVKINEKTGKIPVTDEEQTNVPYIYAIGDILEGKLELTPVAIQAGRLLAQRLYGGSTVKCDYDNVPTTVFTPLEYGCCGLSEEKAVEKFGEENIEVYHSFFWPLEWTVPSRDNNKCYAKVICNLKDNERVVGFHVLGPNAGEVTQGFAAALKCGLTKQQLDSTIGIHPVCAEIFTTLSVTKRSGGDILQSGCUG
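Rat TrxR1 (90 nM in the dispensed reagent) was pre-reduced with 400 uM NADPH for 5 min at room temperature, then incubated with compound for 15 min. After 400 uM selenite was added, NADPH fluorescence (Ex 340/Em 450 nm) was followed for 8 min.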
mIDH1 inhibitor – blocks human mutant IDH1 R132H enzyme | O75874 | IDH1-R132H enzyme, NADPH consumption, diaphorase/resazurin fluorescence | Potency, µM (highest dose often 76.6 µM), for inactives: at the highest dose activity change, negative = inhibition, hits mostly inhibitors | 390,000 compounds, 0.093% hits | AID 602179; also: potency is read from the fitted curve at half-maximal effect; % is scaled to controls: 0 for no effect and ±100 for the full control effect; nearly all actives have a fitted effect of over 65% in size
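IDH1-R132H (0.5 ug/mL) preincubated 30 min with compound, then NADPH (0.016 mM) and alpha-KG (2 mM) added; 80 min at RT, pH 7.5. Remaining NADPH coupled via diaphorase/resazurin to fluorescence (540/590 nm); concentration-response curves normalized to no-enzyme control.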
HP1b chromo inh – blocks HP1-beta chromodomain binding to methylated histone tails; P83916; AID 540317; Potency, µM (doses to about 114 µM), without a hit: at the highest dose activity change, negative = inhibition, hits mostly inhibitors; AlphaScreen HP1-beta / biotin-H3K9me3 peptide binding; 390,000 compounds, 0.56% hits; also: potency is read from the fitted curve at half-maximal effect; nearly all actives have a fitted effect of over 70% in size; inactives centre near 23
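AlphaScreen: HP1-beta (50 nM) preformed 30 min with biotin-H3(1-18)K9me3 peptide (50 nM) in PBS pH 7.4, 0.01% Tween-20. Compound added for 30 min at RT, then streptavidin donor/nickel chelate acceptor beads (10 ug/mL) for 30 min.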
USP1-UAF1 inh – inhibitors of human USP1/UAF1 deubiquitinase. AID 743255. O94782. recombinant USP1/UAF1, Ub-Rhodamine cleavage fluorescence. 390,000 compounds, 0.23% hits. Potency, µM (doses to about 57.1 µM), inactives show top-dose activity change, negative = inhibition, actives largely listed as inhibitors; also: potency is read from the fitted curve at half-maximal effect; % is scaled to controls: 0 for no effect and ±100 for the full control effect; nearly all actives have a fitted effect of over 60% in size; inactives centre near -12
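In this screen, compounds sit with the deubiquitinase complex (1nM) for 15 min at room temperature before Ub-Rho is added at 150nM final. Fluorescence rise is then followed for 6 reads every 60 seconds.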
TrxR1 substrate – is turned over as a substrate by rat TrxR1. AID 588456. Potency, µM (series often up to 114 µM), for the others: top-dose activity change, negative = substrate turnover. 390,000 compounds, 0.01% hits. purified TrxR1 substrate turnover, NADPH consumption readout. O89049; also: potency is read from the fitted curve at half-maximal effect; % is scaled to controls: 0 for no effect and ±100 for the full control effect; nearly all actives have a fitted effect of over 50% in size
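Rat TrxR1, dispensed at 90 nM, was prereduced with 400 uM NADPH (final) for 5 min at ~22 deg C, then incubated with compound 15 min before 400 uM selenite. A first-read NADPH fluorescence drop versus no-compound background flagged substrates.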
Pin1 inhibitor – blocks the human prolyl isomerase Pin1 | 390,000 compounds, 0.009% hits | AID 504891 | Potency, µM (titrated, usually from 115 µM), for inactives: at the top dose activity, negative = inhibition, most hits filed as inhibitors | Pin1 FP peptide displacement, HiFluor488, 10 min | Q13526; active = well fitted inhibition curve with a large enough effect in the polarisation, with a control signal flat, not every such curve was filed as active; inconclusive = small, poorly fitted or top-dose-only effect, or effect the other way, or a change in a side signal; inactive = no such curve, though single readings can be large or run the other way; the % refers to the polarisation; also: potency is read from the fitted curve at half-maximal effect; % is scaled to controls: 0 for no effect and ±100 for the full control effect
* = called active by the depositor; i = inactive; u = inconclusive; x = no result given; [ ] = remark or other dose. Unless noted, calls follow the shape of the dose curve; as a rule, active = well fitted curve in the direction sought with a large enough effect; inconclusive = small, poorly fitted or top-dose-only effect, or another doubt; inactive = no such curve, though single readings can be large; an effect the other way counts as inactive or inconclusive. Not all compounds are listed, so the mix of outcomes need not match the whole.

SMILES	PGK inhibitor	GLS inh	PI4K2A block	TrxR1 inh	mIDH1 inhibitor	HP1b chromo inh	USP1-UAF1 inh	TrxR1 substrate	Pin1 inhibitor
COc1cc2c(c(OC)c1OC)C(=O)CO2	-1%	-2%	1	20%[11.4 µM]	3%	4%	-1%	3%[11.4 µM]	0%
C=Cc1ccc(C2=CC(=O)C[C@H](c3ccc(OC)cc3)C2)cc1	-3%	5%	-6	4%[57.1 µM]	4%	56%[activator]	-10%	3%[57.1 µM]	2%
CC(C)COc1nc2ccccc2c(=O)n1OCC(=O)O	0%	8%	-2	-7%	6%	18%	-23%	-3%	-5%
CCOC(=O)c1ccc(NC(=O)N2CC(C)OC(C)C2)cc1 (centres undefined)	6%	2%	1	6%	10%	33%[activator]	-5%	3%	0%
CCCCn1c(CN2CCN(c3cccc(Cl)c3)CC2)nc2c1c(=O)[nH]c(=O)n2C	-8%	5%	6	4%[57.1 µM]	0%	13%	-7%	3%[57.1 µM]	0%
COc1cccc(/C=N/NC(=O)c2c(-c3ccccc3)noc2C)c1	i	-12%	4	-22%	11%	46%[activator]	-16%	-12%	0%
CCc1nnc(NC(=O)CCC(=O)N2CCN(c3cc(C)ccc3C)CC2)s1	7%	16%	-1	-3%	-4%	5%	-8%	-2%	2%
CC(Oc1ccccc1)C(=O)Nc1nc2c(s1)C(=O)CC(C)(C)C2 (centres undefined)	i	4%	-16	-5%	7%	33%	-11%	-4%	-3%
Cc1ccc(C)c(NCCC#N)c1	-7%	15%	5	9%	-6%	12%	-8%	6%	0%
COc1cc(OC)cc(-c2nc3nc(C)c(CCC(=O)O)c(C)n3n2)c1	i	10%	0	-4%	8%	13%	-4%	-6%	30%
Cc1cc(F)ccc1NC(=O)Cn1c(=O)ccc2cc(S(=O)(=O)N3CCC(C)CC3)ccc21	-2%	10%	-3	12%[57.1 µM]	20%	12%[57 µM]	-9%	0%[57.1 µM]	1%
CC1(C)CC(=O)c2cnc(N3CCc4ccccc4C3)nc2C1	x	-2%	5	6%	0%	30%	-12%	1%[57.1 µM]	-1%
C=CCn1c(CSc2ccc(C)cc2)n[nH]c1=S	3%	-12%	-10	13%	-4%	63%[activator]	-14%	2%	5%
O=C1C(=O)N(CCO)C(c2ccc(Br)cc2)/C1=C(\O)c1ccccc1 (centres undefined)	0%	6%	-5	5%	1%	33%	-1%	-9%	0%
O=C(c1ccc(Br)cc1)N1CCCc2ccccc21	5%	2%	0	5%[57.1 µM]	9%	8%	-6%	8%[2.29 µM]	-11%
COC(=O)c1ccc(CSc2nnc(NC(=O)C3CCCO3)s2)cc1 (centres undefined)	i	15%	0	-2%	-4%	25%	-9%	-2%	0%
CCOc1ccc(NC(=O)c2oc3ccccc3c2NC(=O)c2c(F)cccc2F)cc1	i	4%	-24	56µM*	23%	71%[activator]	u	19%	5%
C(=NOCCc1ccccc1)c1ccccn1	-3%	-10%	-1	0%[2.29 µM]	0%	16%[57 µM]	u	11%[57.1 µM]	1%
Cc1ccc(C2SCC(C(=O)O)N2C(=O)c2ccc(F)cc2)cc1 (centres undefined)	-3%	3%	9	10%	-2%	-2%	-12%	8%	-14%
CCN(CC)CCN(C)Cc1ccc(Br)cc1	-2%	57%[activator]	0	15%	1%	u	-9%	-2%	-9%
O=C1CC(c2ccco2)Cc2nc(Nc3nc(-c4ccccc4)c4ccccc4n3)ncc21 (centres undefined)	i	5%	4	u	-3%	16%	-8%	-10%	17%
O=C(COC(=O)c1cc(S(=O)(=O)N2CCOCC2)ccc1Cl)c1ccc[nH]1	-4%	-2%	-14	x	2%	x	-18%	x	x
CC(C)CCNC(=O)c1ccc(NC(=O)C2=CSCCO2)cc1	-7%	-5%	6	12%	0%	15%[57 µM]	-11%	-7%	1%
C/C(=N\NC(=O)CCCC(=O)O)c1c(-c2ccccc2)c2cc(Cl)ccc2[nH]c1=O	-7%	6%	0	5%	-7%	-13%	-12%	0%	0%
Cc1ccc(S(=O)(=O)N2CCC(C(=O)NNC(=O)c3ccccc3O)CC2)cc1	-1%	16%	-3	-1%	3%	46%[activator]	-15%	8%	0%
CCN(CC(=O)NCc1cccs1)C(=O)c1cccc(S(=O)(=O)N(C)C)c1	-3%	-14%	-1	9%[57.1 µM]	2%	39%[activator]	-10%	-7%	-7%
O=C(CCCN1C(=O)S/C(=C\C=C\c2ccccc2)C1=O)Nc1ccc(O)cc1	-3%	5%	4	13%	-1%	14%	-21%	1%	-1%
N/C(COc1ncn(-c2ccccc2)n1)=N\S(=O)(=O)c1ccc(Cl)cc1Cl	-6%	1%	0	17%	7%	30%	-9%	0%	8%
CCC(=O)N1CCc2cc(CNS(=O)(=O)c3c(C)cc(C)cc3C)ccc21	-1%	6%	-7	17%[57.1 µM]	14%	30%[57 µM]	-13%	3%[57.1 µM]	1%
CCN=C(Nc1ccc(Cl)cc1)c1cccnc1	-4%	3%	2	-6%	-4%	8%	-10%	2%	-11%
Cc1c(-c2ccccc2)c(-c2ccc(OCCN(C)C)cc2)n2ccccc12	i	0%	-5	-25%	3%	11%	-22%	13%	u
CCN1CCN(c2ccc(S(=O)(=O)N3CCCCC3)cc2NC(=O)Cc2ccc(OC)cc2)CC1	-1%	-1%	-2	-15%[57.1 µM]	-1%	6%	4%	-5%[57.1 µM]	1%
O=C(Nc1nnc(-c2ccc3c(c2)OCCO3)o1)c1ccc(Cc2ccccc2)cc1	-10%	2%	-1	41%[activator]	0%	32%	-16%	16%	12%
COCCn1nnnc1C(C(C)C)N1CCN(C(=O)c2ccco2)CC1 (centres undefined)	1%	1%	-4	8%[57.1 µM]	3%	0%	-15%	9%[57.1 µM]	-8%
CCCn1c(=O)c2c(nc3n2CCN3c2ccc(C)cc2)n(C)c1=O	1%	1%	-3	6%	-7%	56%[activator]	-15%	3%[11.4 µM]	-3%
CCOC(=O)c1ccc(NC(=O)Cn2nnc(-c3ccccc3F)n2)cc1	-8%	2%	-4	6%[0.0914 µM]	-3%	15%	-17%	-7%	5%

Some of these compounds in order of number of heavy atoms, smallest number first.
SMILES	PGK inhibitor	GLS inh	PI4K2A block	TrxR1 inh	mIDH1 inhibitor	HP1b chromo inh	USP1-UAF1 inh	TrxR1 substrate	Pin1 inhibitor
CCN=C(Nc1ccc(Cl)cc1)c1cccnc1	-4%	3%	2	-6%	-4%	8%	-10%	2%	-11%
CCCn1c(=O)c2c(nc3n2CCN3c2ccc(C)cc2)n(C)c1=O	1%	1%	-3	6%	-7%	56%[activator]	-15%	3%[11.4 µM]	-3%
CCN1CCN(c2ccc(S(=O)(=O)N3CCCCC3)cc2NC(=O)Cc2ccc(OC)cc2)CC1	-1%	-1%	-2	-15%[57.1 µM]	-1%	6%	4%	-5%[57.1 µM]	1%

The list continues:
SMILES	PGK inhibitor	GLS inh	PI4K2A block	TrxR1 inh	mIDH1 inhibitor	HP1b chromo inh	USP1-UAF1 inh	TrxR1 substrate	Pin1 inhibitor
O=C(COC(=O)/C=C/c1cccs1)Nc1ccc(Cl)cc1F	i	3%	-3	10%[11.4 µM]	1%	23%	-6%	3%[11.4 µM]	-1%
O=C(OCCC1Oc2cccnc2NC1=O)c1ccc(Cl)cc1 (centres undefined)	0%	0%	-3	8%[57.1 µM]	8%	13%	-7%	-4%	6%
CCN(CC(=O)Nc1ccc2c(c1)OCO2)S(=O)(=O)c1ccccc1	-1%	-2%	4	2%	5%	26%	-12%	3%	1%
COc1ccc(NC(=O)c2ccc3c(c2)S(=O)(=O)N=C2CCCCCN23)cc1S(N)(=O)=O	-12%	-1%	-5	4%	3%	26%	-20%	-5%	-12%
CCOc1ccc(/C=N/n2c(C)nc3ccccc3c2=O)cc1	-4%	-23%	-5	10%	15%	57%[activator]	-20%	5%	-9%
Cc1ccc(-c2nc(Nc3cccc(C)c3)sc2CC(=O)O)cc1	-4%	u	-4	-14%[57.1 µM]	0%	-9%	-4%	0%[57.1 µM]	21%
COc1cc(C=O)cc(Cl)c1OC(=O)N1CCOCC1	-6%	2%	5	11%[57.1 µM]	1%	24%	-16%	2%	3%
CCOC(=O)c1c(NC(=O)/C=C/c2ccc(OC)cc2)sc2c1CCC(C)C2 (centres undefined)	10%	4%	2	9%	-12%	48%[activator]	31%[activator]	2%	2%
CC(C)OCCCNC(=O)C1CC(=O)N(CCc2ccc(F)cc2)C1 (centres undefined)	-1%	0%	-1	23%	1%	33%	-7%	5%	-6%
O=C(c1cccc(S(=O)(=O)N2CCCCC2)c1)N1CCc2ccccc21	i	0%	-1	1%	10%	23%	-21%	-7%	-13%
CCOc1ccc(N2CC(NC(=O)c3ccco3)CC2=O)cc1 (centres undefined)	-1%	2%	-3	18%[57.1 µM]	3%	23%	1%	8%[57.1 µM]	-3%
COc1cccc(OCC(=O)Nc2nnc3n2CCS3)c1	i	-12%	-12	19%[57.1 µM]	-4%	9%[57 µM]	-11%	-2%[57.1 µM]	-8%
Cc1cccc(NC(=O)C(Cc2ccccc2)N2Cc3ccccc3C2=O)c1C (centres undefined)	4%	-22%	2	8%	-3%	37%	-6%	-11%	u
CCN(CC)S(=O)(=O)c1ccc(N2CCCC2)c(NC(=O)c2ccncc2)c1	-1%	7%	-7	2%	-4%	49%[activator]	-22%	1%	-1%
